# Lmaj promast: Leishmania major promastigote growth inhibition | Leishmania major promastigotes, resazurin fluorescence viability | inhibition, % at 10 µM | 200,000 compounds, 9% hits; in the data active = inhibition above about 50%;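 note: promastigotes grown with compound for 44 hours at 28 °C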
# PPARg SRC-3 ag: PPARgamma-driven SRC-3 recruitment agonism; biochemical PPARgamma/SRC-3 coactivator recruitment assay; AID 731; activation, % at 8 µM; P37231; 200,000 compounds, 0.26% hits; in the data active = activation above about 23%;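 note: 0% = DMSO and 100% = reference agonist; some compounds past the cut are filed as inactive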
# Target sequence (P37231 whole entry, looked up): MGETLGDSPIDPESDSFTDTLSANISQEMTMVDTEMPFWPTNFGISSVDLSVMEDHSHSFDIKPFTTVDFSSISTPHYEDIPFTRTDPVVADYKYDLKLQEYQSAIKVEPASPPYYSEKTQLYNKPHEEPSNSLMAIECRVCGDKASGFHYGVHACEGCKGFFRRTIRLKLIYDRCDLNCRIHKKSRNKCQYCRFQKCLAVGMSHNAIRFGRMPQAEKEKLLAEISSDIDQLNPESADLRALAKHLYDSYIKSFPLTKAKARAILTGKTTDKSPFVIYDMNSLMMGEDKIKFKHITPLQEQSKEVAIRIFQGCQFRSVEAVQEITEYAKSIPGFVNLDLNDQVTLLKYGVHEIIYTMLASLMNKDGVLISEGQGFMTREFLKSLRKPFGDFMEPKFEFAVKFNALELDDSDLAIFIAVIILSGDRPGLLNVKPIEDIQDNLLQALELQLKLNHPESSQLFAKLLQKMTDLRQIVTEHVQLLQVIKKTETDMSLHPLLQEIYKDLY
# ROMK primary: human ROMK K+ channel modulation, primary screen. 130,000 compounds, 2% hits. AID 1918. B-score at 10 µM. Tet-inducible ROMK, thallium flux fluorescence; actives lie on both sides. P48048;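 active = signal ratio slope over the read window, or its plate-corrected B-score, at least 3 SD from the plate mean, either direction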;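 note: B-score of the F/F0 ratio slope over 7 to 12 s after thallium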
# Redox H2O2 prof: compounds producing H2O2 with reducing agent – biochemical, NIH compound library profiling, artefact control for MLSCN library redox annotation, primary screen; DTT-dependent redox cycling H2O2, phenol red/HRP absorbance; 100% = 100 µM peroxide control, 0% = buffer; activation, % at 10 µM; 200,000 compounds, 0.03% hits; AID 878;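 active = activation of at least 50% relative to the plate's high and low controls in the primary single-dose screen; inactive = activation below 50%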;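 note: compound incubated with DTT at 0.8 mM final as the reducing agent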
# bIAP act: intestinal alkaline phosphatase (bovine) activation. purified bovine IAP, CDP-star luminescence, 30 min; active compounds read high; fold of DMSO-control signal, blank-subtracted. activation factor at 20 µM. 200,000 compounds, 0.17% hits;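 active = activation factor of 2 or more at 20 µM, a signal rise over negative controls twice the positive control's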
# S1P3 antagonist: S1P3 (human) receptor antagonism | AID 485 | Q99500 | 170,000 compounds, 0.27% hits | CHO S1P3 NFAT-BLA reporter, FRET fluorescence, antagonist mode | inhibition, % at 4.98 µM;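 active = inhibition above the plate cutoff, the mean inhibition of test wells on that plate plus 3 SD, cut at about 28% in these data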;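 note: cells challenged with S1P at its EC80 of 0.8 µM; blue over green emission ratio from cleaved BLA substrate after 4 h stimulation; 0% = S1P-stimulated wells and 100% = unstimulated DMSO-only wells; some compounds past the cut are filed as inactive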
# Target sequence (Q99500 whole entry, looked up): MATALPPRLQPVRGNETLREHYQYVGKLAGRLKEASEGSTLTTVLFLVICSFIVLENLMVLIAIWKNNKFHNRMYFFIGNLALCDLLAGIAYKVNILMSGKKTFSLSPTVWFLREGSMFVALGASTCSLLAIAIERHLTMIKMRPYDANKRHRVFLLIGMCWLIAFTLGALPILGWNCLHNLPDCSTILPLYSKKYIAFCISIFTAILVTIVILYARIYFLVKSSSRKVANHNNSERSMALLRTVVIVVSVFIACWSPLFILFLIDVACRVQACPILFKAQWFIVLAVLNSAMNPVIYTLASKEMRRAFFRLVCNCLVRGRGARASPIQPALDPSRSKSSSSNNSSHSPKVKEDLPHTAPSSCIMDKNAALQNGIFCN
# TLR4-MyD88 BLA: inhibitors of human TLR4-MyD88 binding. O00206+Q99836. HeLa CL3-4 TLR4/MyD88 BLA complementation, FRET ratio. inhibition, % at 8.4 µM. 200,000 compounds, 0.18% hits. AID 861; in the data active = inhibition above about 25%;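 note: 0% = vehicle and 100% = reference inhibitor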
# bIAP inh: intestinal alkaline phosphatase (bovine) inhibition. inhibition, % at 20 µM. 190,000 tested, under 10 active. AID 1019. purified bovine IAP, CDP-star luminescence, 30 min;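 active = over 50% inhibition of intestinal alkaline phosphatase at 20 µM in the single-dose screen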
#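 System: purified bovine intestinal alkaline phosphatase (IAP) enzyme; Input: IAP diluted 1/65,000,000 in the well; Measured by: CDP-star luminescence signal; Compound dosing: 20 µM single dose; Incubation: 30 min reaction at room temperature.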
# PPARg SRC1 recr: agonists of human PPARgamma SRC-1 coactivator recruitment. AID 631. activation, % at 8 µM. PPARgamma-SRC-1 coactivator recruitment biochemical assay. 200,000 compounds, 0.41% hits; in the data active = activation above about 19%;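 note: 0% = DMSO and 100% = reference agonist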
# SRC2 TRFRET art: TR-FRET artefact, counter-screen to PPARgamma/SRC-2 agonist assay. active compounds read high. TR-FRET ratio at 8 µM. 200,000 compounds, 0.4% hits. AID 1049; in the data active = TR-FRET ratio above about 2000; note: inactives centre near 1500; reference of the scale not given here
# PPARg SRC-2 ag: agonists of SRC-2 recruitment by human PPARgamma; 200,000 compounds, 0.34% hits; PPARgamma LBD-SRC-2 recruitment, biochemical; AID 1032; activation, % at 8 µM; in the data active = activation above about 22%;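 note: 0% = vehicle and 100% = reference agonist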
# The depositor's hits bear a star; nt = not tested or not shown. Rows are unselected. About 11% of those tested had a hit in this group.
SMILES,Lmaj promast,PPARg SRC-3 ag,ROMK primary,Redox H2O2 prof,bIAP act,S1P3 antagonist,TLR4-MyD88 BLA,bIAP inh,PPARg SRC1 recr,SRC2 TRFRET art,PPARg SRC-2 ag
CSc1nc(-c2ccccc2)cn1-c1ccc(NC(C)=O)cc1,1,3,-0.028,-0.2,1.4,8,0,-41,5,1587,4
O=C(O)C1CCCN1S(=O)(=O)c1ccccc1 (stereo not drawn),-2,6,0.076,-0.1,0.9,nt,9,11,-2,1689,13
Cc1cc(NC(=O)CSc2nc3c(c(-c4cccnc4)c2C#N)CCC3)no1,-1,7,nt,-3.6,0.9,-8,2,14,16,1432,3
COCc1[nH]nc2c1C(c1cc(OC)c(O)c(OC)c1)C(C#N)=C(N)O2 (stereo not drawn),31,-5,nt,-2.3,0.2,-3,8,nt,-1,1442,10
CC1CCCC(NS(=O)(=O)c2ccc3c(c2)OCCO3)C1C (stereo not drawn),-2,5,nt,2.3,0.5,-8,-3,46,11,1494,0
Cc1cc(-c2ccccc2)n(-c2ccc(C(=O)N3CCN(c4ncccn4)CC3)cc2)n1,32,-6,nt,1.6,1,11,6,-2,-1,1341,-3
COc1cc(CC(=O)Nc2cc(S(C)(=O)=O)ccc2Cl)cc(OC)c1OC,-7,4,0.88,-0.4,0.9,-5,-4,9,3,1741,2
CN(Cc1ccccc1)CC(O)COc1ccc(CNCCCOc2cccnc2)cc1 (stereo not drawn),91*,-4,nt,-1.8,1,1,-17,-1,0,1559,-3
COC(=O)c1c(NC(=O)CN2C(=O)C(=O)N(CC(C)C)C2=O)sc2c1CCCCC2,-2,6,0.67,0.4,0.9,-11,-4,8,9,1724,10
COc1ccc(CCN(C)C(=O)CSc2nc3ncc(Cl)cc3[nH]2)cc1OC,-3,-1,-1.2,-3.1,1.2,-21,-3,-24,6,1861,3
COc1ccc(Br)cc1/C=N/Nc1cccc(C(=O)O)c1,-11,-7,nt,0.8,1.1,7,9,-7,6,1458,-4
COc1ccc(CC(=O)OCCN(C)C)cc1,-1,-8,0.68,0.2,0.9,nt,5,11,-5,1476,-4
O=C(Cc1cccs1)N1CCN(S(=O)(=O)c2ccccc2)CC1,-4,-2,nt,0.1,0.8,5,-3,22,5,1595,4
COc1ccc(NC(=O)C2C3CCC(C3)C2C(=O)O)cc1OC (stereo not drawn),0,2,nt,1.9,0.9,-15,-6,6,3,1557,9
CN(C)C(CNC(=O)c1cccc(C#N)c1)c1ccco1 (stereo not drawn),4,-2,1.2,0.5,1.3,-11,0,-33,2,1392,-7
c1ccc(Cn2nnnc2CN2CCN(c3ncccn3)CC2)cc1,-6,19,nt,-2.9,1,6,6,4,-1,1585,1
Cc1ccc2c(n1)sc1c(-c3ccccc3)c(C#N)c(N)nc12,-4,-2,nt,-1.9,0.9,nt,-10,12,1,1351,-2
COc1ccc(NC(=O)c2ccccc2NC(=O)C2CCCO2)cc1 (stereo not drawn),1,-2,nt,0.8,0.9,-7,-1,8,-2,1554,1
O=C(Cc1ccccc1)NNC(=S)Nc1ccc(Cl)cc1,-8,2,-0.074,-0.4,1,-33,-33,-5,-5,1478,-5
CCCCOC(=O)Nc1cccc(C(C)=O)c1,6,-1,nt,1.6,0.9,-29,-5,14,8,1767,5
Nc1c(C(=O)Nc2ccc(F)cc2)sc2nc(-c3ccco3)ccc12,4,4,nt,-2.0,0.8,-14,6,24,11,1512,9
COCCCNC(=S)NNC(=O)c1ccc2c(c1)OCO2,-5,-12,nt,6.8,1.2,nt,-5,-17,1,1697,-1
C=CCN(CC=C)C(=S)NC(=O)c1ccc(C)c(Br)c1,18,-2,nt,-0.2,0.8,2,4,23,5,1691,1
COc1ccc(OC)c(-n2c(SCC(=O)Nc3cc(C)on3)nnc2-c2c[nH]c3ccccc23)c1,100*,1,nt,-0.8,1.1,0,-5,-15,10,1697,8
Cc1nnsc1SC(C)C(=O)O (stereo not drawn),-3,3,nt,1.8,1,nt,12,2,0,1419,4

# Limited to PPARg SRC-3 ag, for some of the entries so far:
SMILES | PPARg SRC-3 ag
O=C(Cc1cccs1)N1CCN(S(=O)(=O)c2ccccc2)CC1 | -2
CC1CCCC(NS(=O)(=O)c2ccc3c(c2)OCCO3)C1C (stereo not drawn) | 5

# As a short view, 6 of the compounds above:
SMILES,Lmaj promast,PPARg SRC-3 ag,ROMK primary,Redox H2O2 prof,bIAP act,S1P3 antagonist,TLR4-MyD88 BLA,bIAP inh,PPARg SRC1 recr,SRC2 TRFRET art,PPARg SRC-2 ag
CSc1nc(-c2ccccc2)cn1-c1ccc(NC(C)=O)cc1,1,3,-0.028,-0.2,1.4,8,0,-41,5,1587,4
O=C(O)C1CCCN1S(=O)(=O)c1ccccc1 (stereo not drawn),-2,6,0.076,-0.1,0.9,nt,9,11,-2,1689,13
Cc1cc(NC(=O)CSc2nc3c(c(-c4cccnc4)c2C#N)CCC3)no1,-1,7,nt,-3.6,0.9,-8,2,14,16,1432,3
COCc1[nH]nc2c1C(c1cc(OC)c(O)c(OC)c1)C(C#N)=C(N)O2 (stereo not drawn),31,-5,nt,-2.3,0.2,-3,8,nt,-1,1442,10
CC1CCCC(NS(=O)(=O)c2ccc3c(c2)OCCO3)C1C (stereo not drawn),-2,5,nt,2.3,0.5,-8,-3,46,11,1494,0
Cc1cc(-c2ccccc2)n(-c2ccc(C(=O)N3CCN(c4ncccn4)CC3)cc2)n1,32,-6,nt,1.6,1,11,6,-2,-1,1341,-3

# Next section.
SMILES,Lmaj promast,PPARg SRC-3 ag,ROMK primary,Redox H2O2 prof,bIAP act,S1P3 antagonist,TLR4-MyD88 BLA,bIAP inh,PPARg SRC1 recr,SRC2 TRFRET art,PPARg SRC-2 ag
NC(=O)C1(N2CCCCC2)CCN(C(=O)CSc2nc(C(F)(F)F)cc(=O)[nH]2)CC1,-5,2,nt,5.0,1,2,-4,1,-3,1394,-2
Fc1ccc(-c2nc3c(-c4ccc(F)cc4)cnn3cc2CCN2CCOCC2)cc1,16,6,-1.6,0.2,0.9,0,-7,9,17,1690,10
CN1C(=O)Cn2c1nc1ccccc12,3,0,nt,-0.2,0.9,-9,-2,12,1,1768,6
NC(=O)C1CCN(C(=O)c2cccc(S(=O)(=O)N3CCc4ccccc4C3)c2)CC1,0,3,-0.18,-1.7,1.2,-2,10,-20,-6,1515,-3
Cc1cc(/C=C2\SC(=S)NC2=O)c(C)n1C,-9,-5,nt,0.7,0.8,nt,9,20,0,1593,12
COc1ccc(C(=O)N2CCC(C(=O)Nc3ccc4c(c3)OCO4)CC2)cc1,52*,-1,-0.7,0.2,1,-2,-21,1,5,1656,2
Cc1ccc(C(=O)Nc2ccccc2Oc2ccccc2)cc1[N+](=O)[O-],2,3,nt,13,0.7,nt,4,29,3,1415,-5
COc1ccc(C2C(C#N)=C(N)Oc3cc(C)n(CCN4CCOCC4)c(=O)c32)cc1OC (stereo not drawn),-6,2,2.8,-1.4,1,nt,7,0,1,1784,3
COc1ccc(-c2c(C)n([O-])c(C)c(-c3ccccc3)[n+]2=O)cc1OC,-1,10,nt,-1.7,1,nt,-4,-4,5,1535,0
CC1(C)CC(=O)CC(C2(O)C(=O)N(Cc3ccccc3)c3ccccc32)O1 (stereo not drawn),-13,2,nt,-0.3,1,-25,0,1,-1,1346,1
O=C(CN1CCN(Cc2ccc(Cl)cc2)C1=O)NCc1cccs1,-8,4,-2.3,-0.5,1,6,6,5,3,1494,0
COc1ccccc1NS(=O)(=O)CC12CCC(CC1=O)C2(C)C (stereo not drawn),-3,-1,nt,-0.1,0.9,-33,-13,8,-2,1481,11
CCOC(=O)N1CCN(C(=S)Nc2cccc(C)c2)CC1,1,8,nt,28,1,nt,9,-4,8,1582,7
O=C(NCc1ccc(Cl)cc1Cl)c1ccccn1,-2,5,nt,-0.4,0.9,-8,20,10,6,1400,6
CC(=O)Nc1csc2ccccc12,-6,2,0.28,0.3,1,-8,-9,-4,3,1821,-4
Cn1c(SCC(=O)c2ccc3c(c2)Cc2ccccc2-3)nnc1-c1cccc(N)c1,33,4,-0.11,0.3,1,-9,-13,-3,-1,1592,-7
Cc1ccc(S(=O)(=O)N(CC(O)CN(C)C)c2ccccc2)cc1 (stereo not drawn),1,-3,0.43,0.1,1,nt,11,-2,8,1494,4
c1ccc2oc(-c3[nH]ncc3CN3CCC(N4CCSCC4)CC3)cc2c1,34,1,-0.053,1.0,1.2,-5,-1,-19,-3,1569,10
Cc1csc(NC(=O)CCc2ccc(S(=O)(=O)N3CCOCC3)cc2)n1,4,9,1.1,0.0,0.9,nt,2,9,3,1586,11
COc1cc2cc(C(c3nnnn3C3CCCCC3)N(C)C3CCCCC3)c(=O)[nH]c2cc1OC (stereo not drawn),72*,-4,nt,0.0,1.1,-12,-10,-7,-4,1433,11
CSc1nnc2n(C)c3c(c(=O)n12)C1(CCCC1)Cc1ccccc1-3,23,4,0.014,-0.2,1.1,nt,5,-14,4,1619,-1
Cc1cc(C)n(-c2ccc(Cl)c(C(=O)OCC(N)=O)n2)n1,-13,-12,-0.24,0.0,1,nt,-2,-2,-2,1495,6
CCOc1ccc(Cc2c(Cl)nc(SC)nc2OC)cc1,-6,9,nt,2.2,1,nt,2,0,10,1560,9
CN(C(=O)C1CCOC1)c1nnc(-c2cnccn2)s1 (stereo not drawn),-1,8,-0.0046,-0.2,1,-11,2,-2,2,1610,-7
NCCCNC(=O)c1ccc(/C=N/O)nc1,0,-5,nt,-0.7,0.9,-6,-1,8,-5,1311,0

# 2 compounds drawn at random from those above:
SMILES,Lmaj promast,PPARg SRC-3 ag,ROMK primary,Redox H2O2 prof,bIAP act,S1P3 antagonist,TLR4-MyD88 BLA,bIAP inh,PPARg SRC1 recr,SRC2 TRFRET art,PPARg SRC-2 ag
CCOc1ccc(Cc2c(Cl)nc(SC)nc2OC)cc1,-6,9,nt,2.2,1,nt,2,0,10,1560,9
CC1(C)CC(=O)CC(C2(O)C(=O)N(Cc3ccccc3)c3ccccc32)O1 (stereo not drawn),-13,2,nt,-0.3,1,-25,0,1,-1,1346,1

# (listing goes on)
SMILES,Lmaj promast,PPARg SRC-3 ag,ROMK primary,Redox H2O2 prof,bIAP act,S1P3 antagonist,TLR4-MyD88 BLA,bIAP inh,PPARg SRC1 recr,SRC2 TRFRET art,PPARg SRC-2 ag
O=C1c2ccccc2C(=O)N1CN(C(=O)COc1ccccc1)c1ccc(F)cc1,-5,2,nt,-0.4,1.1,-4,-11,-13,6,1644,7
CC(C)CCSc1ncnc2c1oc1nc3c(cc12)COC(C)(C)C3,1,0,nt,1.2,0.9,nt,0,7,5,1626,0
CCCCOC1CC(c2ccc(OCc3ccc(OC)cc3)c(OC)c2)N(C)O1 (stereo not drawn),3,-1,-1.5,-0.7,0.9,-3,1,7,-4,1566,-3
Cc1noc(C)c1COC(=O)c1cc(C)n(-c2ccccc2)c1C,79*,3,nt,0.2,1,-6,4,0,-10,1587,-2
COC(=O)c1ccc(-c2noc(CN(Cc3ccccn3)CC3CCCO3)n2)cc1 (stereo not drawn),-1,-2,-0.26,-0.3,1,7,-22,-2,-1,1703,-4
Cc1ccc(OC(C)C)c(CN(CCO)CCO)c1,-4,0,-0.0033,0.1,1,nt,-14,4,-1,1445,-3

# Compound activity (PubChem)
